PAFAH1B3 inh: PAFAH1B3 enzyme inhibitors, primary screen, biochemical, fluorescence polarization, human; Platelet-activating factor acetylhydrolase IB subunit alpha1 (Homo sapiens), Q15102; recombinant PAFAH1B3, FP-rhodamine probe; inhibition, % at 3.39 µM; 340,000 tested, 0.28% active; AID 492972, 2010;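 active means inhibition above the screen-wide average of all tested compounds plus 3 SD, cut at about 25% in these data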;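 further: 0% = enzyme with DMSO only and 100% = wells lacking PAFAH1B3 protein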
EBNA-1 inhibitor: EBNA-1 DNA-binding inhibitors, primary screen, biochemical, fluorescence polarization | inhibition, % at 14.8 µM | AID 1950, 2009 | 300,000 tested, 0.34% active; in the data active means inhibition above about 28%
PREPL inh: PREPL enzyme inhibitors, primary screen, biochemical, fluorescence polarization; recombinant PREPL, fluorescence polarization activity-based probe; 320,000 tested, 0.68% active; AID 2751, 2010; Prolyl endopeptidase-like (Homo sapiens), Q4J6C6; inhibition, % at 5.96 µM; in the data active means inhibition above about 43%;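 further: 0% = enzyme with DMSO and 100% = wells lacking enzyme; many of its hits are not listed in these tables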
Target sequence (Q4J6C6 whole entry, looked up): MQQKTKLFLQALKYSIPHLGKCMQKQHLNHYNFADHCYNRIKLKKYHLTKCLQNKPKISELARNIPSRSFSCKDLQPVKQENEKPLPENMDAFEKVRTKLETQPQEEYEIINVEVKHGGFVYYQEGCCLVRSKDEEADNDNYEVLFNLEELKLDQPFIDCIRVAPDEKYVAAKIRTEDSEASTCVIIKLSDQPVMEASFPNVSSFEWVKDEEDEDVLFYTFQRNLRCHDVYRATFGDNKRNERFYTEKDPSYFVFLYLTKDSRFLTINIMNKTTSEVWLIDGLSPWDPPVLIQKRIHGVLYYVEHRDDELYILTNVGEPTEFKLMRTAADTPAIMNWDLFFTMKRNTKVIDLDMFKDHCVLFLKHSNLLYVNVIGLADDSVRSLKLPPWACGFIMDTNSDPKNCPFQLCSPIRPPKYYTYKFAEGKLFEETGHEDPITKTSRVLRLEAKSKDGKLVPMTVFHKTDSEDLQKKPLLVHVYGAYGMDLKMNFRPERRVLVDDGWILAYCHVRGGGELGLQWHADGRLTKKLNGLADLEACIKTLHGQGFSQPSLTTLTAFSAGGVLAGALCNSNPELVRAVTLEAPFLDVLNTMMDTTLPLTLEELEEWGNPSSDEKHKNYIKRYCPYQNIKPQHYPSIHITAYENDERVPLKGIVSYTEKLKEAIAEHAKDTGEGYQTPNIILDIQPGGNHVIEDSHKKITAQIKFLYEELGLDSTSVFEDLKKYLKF
LYPLA1 inh: LYPLA1 inhibitors, primary screen, counter-screen for PME1 inhibitor project, biochemical, fluorescence polarization, FP-Rh probe ABPP; 320,000 tested, 0.16% active; recombinant LYPLA1; Acyl-protein thioesterase 1 (Homo sapiens), O75608; inhibition, % at 5.9 µM;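 active means inhibition above the mean of all tested compounds plus 3 SD, set per campaign, cut at about 14% in these data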;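 further: inhibitors block serine hydrolase probe labeling of LYPLA1 so polarization falls; 0% = enzyme with DMSO and 100% = wells lacking LYPLA1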
PAFAH2 inh: PAFAH2 enzyme inhibitors, primary screen, biochemical, fluorescence polarization, human. Platelet-activating factor acetylhydrolase 2, cytoplasmic (Homo sapiens), Q99487. recombinant PAFAH2, FP-rhodamine activity probe. inhibition, % at 3.39 µM. 340,000 tested, 0.99% active. AID 492956, 2010;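 active means inhibition above the mean over all tested compounds plus 3 SD, cut at about 30% in these data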;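 further: inhibitors block probe labeling of enzyme so polarization drops; 0% = enzyme with DMSO and 100% = wells lacking PAFAH2 protein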
ZTA counter: counter-screen for EBNA-1 inhibitors: inhibitors of Epstein-Barr virus ZTA. P03206. ZTA-DNA binding, fluorescence polarization. inhibition, % at 11 µM. 320,000 tested, 0.15% active. AID 2234; in the data active means inhibition above about 33%
Target sequence (P03206 whole entry, looked up): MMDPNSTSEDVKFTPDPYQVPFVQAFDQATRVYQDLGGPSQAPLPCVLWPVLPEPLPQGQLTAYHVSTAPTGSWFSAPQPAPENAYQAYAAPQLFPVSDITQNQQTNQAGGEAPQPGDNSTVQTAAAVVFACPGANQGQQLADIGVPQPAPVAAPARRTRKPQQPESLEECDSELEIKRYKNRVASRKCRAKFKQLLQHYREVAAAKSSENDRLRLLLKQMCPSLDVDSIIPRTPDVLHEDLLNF
GSTO1 counter: inhibitors of recombinant GSTO1, primary screen, counter-screen for RBBP9 inhibitor project, biochemical, fluorescence polarization; activity-based probe fluorescence polarization; inhibition, % at 5.96 µM; 300,000 tested, 1.1% active; AID 1974, 2009;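 active means inhibition above the campaign mean inhibition plus 3 SD, cut at about 35% in these data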;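 further: 0% = GSTO1-1 with DMSO and 100% = wells lacking GSTO1-1 enzyme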
PAD4 FP inh: human PAD4 inhibitors, primary screen, biochemical, fluorescence polarization, 1536-well format | recombinant PAD4, RCA probe fluorescence polarization | inhibition, % at 6.36 µM | 330,000 tested, 0.41% active | AID 485272, 2010;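 active means percent inhibition above a cutoff equal to the mean of all tested compounds plus 3 SD, cut at about 15% in these data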;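 further: 0% = PAD4 with RCA probe and DMSO and 100% = probe without PAD4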
LYPLA2 counter: LYPLA2 inhibitors, primary screen, counter-screen for PME1 inhibitor project, biochemical, fluorescence polarization, FP-Rh probe ABPP | Acyl-protein thioesterase 2 (Homo sapiens), O95372 | recombinant LYPLA2 | inhibition, % at 5.9 µM | 320,000 tested, 0.38% active | AID 2177, 2009;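 active means inhibition above the screen-wide mean plus 3 SD, limit set per campaign, cut at about 26% in these data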;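 further: 0% = LYPLA2 with DMSO and 100% = wells lacking LYPLA2 enzyme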
* = called active by the depositor; x = no result given. A portion of the library; rates above refer to the full screens.

SMILES	PAFAH1B3 inh	EBNA-1 inhibitor	PREPL inh	LYPLA1 inh	PAFAH2 inh	ZTA counter	GSTO1 counter	PAD4 FP inh	LYPLA2 counter
CC(=O)Oc1ccc2c(=O)c(Oc3ccccc3[N+](=O)[O-])coc2c1	-5	5	5	-6	6	7	8	0	-5
CCOc1ccc(Nc2ccc(S(=O)(=O)N3CCN(C)CC3)cc2[N+](=O)[O-])cc1OCC	3	x	14	0	8	-2	x	8	4
Cc1ccc(SCc2cn3cccnc3n2)cc1	-6	-1	-5	-2	8	-6	-1	0	-6
O=C(NC1(O)C(=O)c2ccccc2C1=O)c1ccc(C(F)(F)F)cc1	x	8	20	-1	x	6	84*	40*	5
O=C(NCCCN1CCOCC1)c1ccc(CS(=O)(=O)c2cccc(C(F)(F)F)c2)o1	-7	5	3	-3	-1	1	2	-3	8
C=CCSc1nnc(-c2cc(Br)ccc2N)c(=O)[nH]1	3	-4	3	1	3	0	0	1	6
COCCn1c(C)cc(C(=O)COC(=O)c2ccc(Cl)c(S(N)(=O)=O)c2)c1C	-7	-5	-5	3	1	0	-7	1	1
Cc1ccc(C(=O)CN(Cc2ccccc2)C2=NCCS2)cc1	1	-2	-26	3	6	3	-2	-2	0
CCOC(=O)c1cc(C(C)=O)n2ccccc12	5	5	8	-2	3	-1	10	3	0
CCOC(=O)C1CCN(C2CC(=O)N(c3ccc(OCC)cc3)C2=O)CC1 (stereo not drawn)	-1	2	7	0	-1	4	-2	-7	6
COc1ccccc1N1CCN(c2ccc(N3C(=O)CCC3=O)cc2[N+](=O)[O-])CC1	6	-14	7	-2	-1	-7	-15	-4	3
O=C(CC(=O)NC1CCCCC1)N/N=C/c1ccccc1Cl	0	-5	4	2	1	13	-2	-4	-5
NNC(=O)c1cccc(COc2ccccc2Br)c1	4	5	-11	-14	-5	6	-12	-5	-13
O=S(=O)(NCC(c1ccco1)N1CCN(c2ccc(F)cc2)CC1)c1ccc(F)cc1 (stereo not drawn)	11	-4	-6	3	16	12	6	2	10
Cc1onc(-c2ccccc2)c1C(=O)Nc1nc2c(s1)CCCC2	5	11	-16	-1	5	-5	-3	0	-4
Cn1c(SCc2cccc([N+](=O)[O-])c2)nc2c(c1=O)SCC2	-3	12	22	-6	2	4	7	-2	22
COCC1CCN(C(=O)C2CCC(=O)N(CC3CCCCC3)C2)CC1 (stereo not drawn)	7	5	7	3	13	1	3	3	0
O=Cc1cn(Cc2ccccc2)nc1-c1cccnc1	15	-5	2	-2	6	1	9	1	0
COc1ccc2cc(C(=O)N3CCCC(Nc4ccc(F)cc4)C3)n(C)c2c1 (stereo not drawn)	13	8	17	4	3	-1	-2	-7	4
C/C(CC(=O)Nc1cc(C)ccn1)=N\NC(=O)c1cccc(C)c1O	17	-13	1	0	8	0	11	-5	5
COc1ccc(CCN=C(N)NS(=O)(=O)c2cc(F)ccc2OC)cc1	-1	-9	7	5	5	-13	0	1	9
O=S1(=O)CCOCCCN1Cc1cccc(C(F)(F)F)c1	10	1	7	-2	2	-4	-1	2	2
COc1cccc(CNC(=O)CCCn2c(=S)[nH]c3cc4c(cc3c2=O)OCO4)c1	2	8	2	-2	4	4	2	-3	1
CCOC(=O)c1c(NC(=O)C2CCCCC2C(=O)O)sc2c1CCCCC2 (stereo not drawn)	4	2	-6	-1	14	-12	54*	1	-5
CCOC(=O)N1CCN(C(=O)CN(c2ccccc2OC)S(=O)(=O)c2ccc(OC)cc2)CC1	-1	-11	6	4	-3	0	1	-3	2
CCSc1nc(O)cc(=O)n1-c1ccc(OC)cc1	1	-1	1	-5	5	11	-2	-2	0
CCOc1ccsc1C(=O)O	-1	4	24	2	-10	12	7	4	2
Cc1nn(Cc2c(F)cccc2Cl)c(=O)c2ccccc12	9	14	23	-6	-5	4	6	2	3
COc1cc(F)c(C2=CC(=O)CC(C)(C)C2)cc1F	2	x	-8	2	-3	10	x	2	4
COc1ccc(C(=O)NCCS(=O)(=O)N2CCOCC2)cc1	7	4	-6	-1	-3	3	-2	1	5

Record cards, from the list above:
Record of Cn1c(SCc2cccc([N+](=O)[O-])c2)nc2c(c1=O)SCC2 → PAFAH1B3 inh = -3; EBNA-1 inhibitor = 12; PREPL inh = 22; LYPLA1 inh = -6; PAFAH2 inh = 2; ZTA counter = 4; GSTO1 counter = 7; PAD4 FP inh = -2; LYPLA2 counter = 22
Record of CCOc1ccsc1C(=O)O → PAFAH1B3 inh = -1; EBNA-1 inhibitor = 4; PREPL inh = 24; LYPLA1 inh = 2; PAFAH2 inh = -10; ZTA counter = 12; GSTO1 counter = 7; PAD4 FP inh = 4; LYPLA2 counter = 2

The listing continues.
SMILES	PAFAH1B3 inh	EBNA-1 inhibitor	PREPL inh	LYPLA1 inh	PAFAH2 inh	ZTA counter	GSTO1 counter	PAD4 FP inh	LYPLA2 counter
CCN1CCN(CCNC(=O)c2ccc3c(c2)N(Cc2ccc(F)cc2)C(=O)c2ccccc2S3=O)CC1 (stereo not drawn)	2	-4	8	-2	2	-23	1	1	9
Cc1cccc(OC(=O)Cn2c(C(F)(F)F)nc3ccccc32)c1	4	-10	3	0	-2	-17	8	-9	2
COc1cc(S(=O)(=O)N2CCCCC2)ccc1NC(C)=O	3	7	2	-4	3	-5	4	0	0
CC(OC(=O)C1CCCCC1)C(=O)Nc1ccc(S(N)(=O)=O)cc1 (stereo not drawn)	8	x	-3	2	-11	6	x	-1	6
C/C=N\NC(=O)COc1cc(C)ccc1C	x	-1	-4	0	x	11	1	-2	0
CCOc1ccc(OCCC(=O)OCC(=O)Nc2ccc(Cl)cn2)cc1	2	0	2	3	1	8	-4	-3	-6
COc1ccc(OCc2cc(C(=O)N3CCCN(C(C)=O)CC3)no2)c(Cl)c1	8	-1	16	4	1	13	-4	1	-7
O=C(Nc1ccc2[nH]c(=O)[nH]c2c1)Nc1ccc(F)cc1F	-6	20	14	1	2	7	3	-5	4
COc1ccccc1NC(=O)C1=C(C)NC2=C(C(=O)CCC2)C1c1ccc2c(c1)OCO2 (stereo not drawn)	-2	5	12	-2	5	12	11	-2	-2
Cc1cccc(C(=O)N2CCc3cc(-c4nc(NC(=O)Cn5nnc6ccccc6c5=O)sc4C)ccc32)c1	x	2	8	-17	x	-5	-12	-4	-27
O=S(=O)(Nc1ncccn1)c1ccc(-n2cnnn2)cc1	-4	-8	-3	-2	-6	18	5	0	2
Cc1nnc2n(C3CCCCC3)c(=O)c3c4c(sc3n12)COC(C)(C)C4	1	-9	10	0	2	-4	-9	-3	-1
COCCNS(=O)(=O)c1ccc(OCC(=O)OC)c(Cl)c1	5	4	8	1	-2	32	-8	2	0
CCCCNC(=O)CCn1nc(-c2ccccc2)c2ccccc2c1=O	7	5	-4	1	-2	2	1	1	-3
N#Cc1ccsc1NC(=O)c1ccccn1	-4	2	9	0	2	-5	9	-1	-1
Cc1cc(N2CCCCC2)c(F)cc1[N+](=O)[O-]	8	1	12	-4	7	-5	2	-3	-6
Cn1nccc1C(=O)N/N=C/c1cccnc1	2	-4	8	-1	6	-7	1	-2	11
COC(=O)c1nc2n(n1)C(c1cccc(Cl)c1)C1=C(CC(C)(C)CC1=O)N2 (stereo not drawn)	2	4	-2	-3	-1	10	-4	3	-2
CN(C)S(=O)(=O)c1ccc(C(=O)OCC(=O)NCc2ccccc2)cc1	5	-15	9	3	3	-2	7	-4	1
O=C(NC1CCCCCCC1)c1ccc(F)c(S(=O)(=O)N2CCOCC2)c1	-1	x	10	2	10	-16	x	1	6
O=C(O)CCCCCCCCCC(=O)c1cccs1	-1	2	3	4	-2	5	-2	-3	17
CC(=NCc1cccc(Cl)c1)c1nc(-c2ccco2)oc1O	2	1	38	-2	7	-2	3	6	-3
Cc1ccc(N(Cc2cc3ccc(C)cc3[nH]c2=O)S(=O)(=O)c2ccccc2)c(C)c1	7	-4	17	2	-2	-4	0	-1	1
CC(C)(C)c1ccc(OCC(=O)NNC(=O)Nc2ccccc2)cc1	6	5	-6	1	-4	12	4	-1	2
O=C(CSCc1nc2ccccc2[nH]1)N1CCN(c2cccc(Cl)c2)CC1	5	5	-8	1	0	3	1	5	8
COc1ccc2oc(C(=O)OCC(=O)Nc3ccc(OC)c(S(N)(=O)=O)c3)c(C)c2c1	1	6	-2	-4	-1	-6	8	0	3
CC(=O)c1ccc(OCc2cc(C(=O)N3CCC(c4ccncc4)CC3)no2)cc1	4	-7	-5	3	6	2	-6	5	34*
O=C(N/N=C/c1ccc(Br)s1)c1cccnc1	0	-10	-1	2	-3	0	-5	2	1
CCN1C(=O)CC(NNC(=O)c2ccc(Cl)cc2)C1=O (stereo not drawn)	3	-7	14	-1	9	-4	17	-3	1
CCN1C(=O)c2cccc3c(NC(=O)c4ccc(S(=O)(=O)N5CCOCC5)cc4)ccc1c23	2	-3	10	0	-3	-9	-6	-2	24
CC1=C(C(=O)OCC2CCCO2)C(c2ccc(C)cc2)C2=C(CCCC2=O)N1 (stereo not drawn)	16	-6	-2	-2	-9	-16	7	4	2
COc1ccccc1CCCNC(=O)C1CCC(=O)N(Cc2ccccc2F)C1 (stereo not drawn)	-6	-10	19	0	3	-8	0	-3	-3
COc1ccc(C(=O)COc2ccc3ccc(=O)oc3c2)cc1	6	-2	0	0	2	-2	15	-2	6
CC1(C)Cc2c(C#N)c(NCc3ccco3)nc(-c3ccco3)c2CO1	-3	-1	-3	-7	2	-1	1	-3	-10
COc1ccc(S(=O)(=O)Nc2ccc(O)c(Sc3ncn[nH]3)c2)cc1	-1	6	11	-2	1	-2	1	2	6
O=c1c2sc3nc(N4CCOCC4)c4c(c3c2ncn1-c1ccccc1)CCCC4	-1	0	-7	-4	-5	-7	0	3	-2
CC[C@@H](C)[C@@H]1CN([C@@H](CN2CCC[C@H]2CN2C(N)=NC[C@H]2CC(C)C)C(C)C)C(=N)N1CCCC1CCCC1	2	x	36	x	3	x	x	4	x
O=C(COC(=O)Cc1c[nH]c2ccccc12)NC1CCCCC1	9	-9	8	2	20	-1	-2	-7	-5
C/C(CC(=O)Nc1cccc2c1CCCC2)=N\NC=O	-6	0	11	-1	-6	6	-1	-8	2
Cc1cccc(NC(=O)Cn2c([N+](=O)[O-])cnc2C)c1C	x	7	6	7	x	4	8	1	31*
O=C(CSc1ccccc1)Nc1ccc(-c2nc3ccccc3[nH]2)cc1	-6	27	-7	-11	-3	-9	-5	-3	-10
COc1ccc2nc(SCC(=O)Nc3ccc(S(=O)(=O)Nc4onc(C)c4C)cc3)[nH]c2c1	12	6	-1	-3	11	-2	-2	-1	-2
COc1ccc(NC(=O)c2cccnc2N2CCOCC2)cc1	5	-8	15	2	2	-8	-5	1	-2
Cc1ccccc1/C=N/Nc1nc2ccccc2[nH]1	1	-2	41	1	1	10	-2	1	1
COC(C(=O)N1CCC(CCC(=O)Nc2ccccc2)CC1)c1ccccc1 (stereo not drawn)	7	-2	-1	1	-7	1	3	0	3
O=S1(=O)C=C(N2CCOCC2)c2ccccc21	-1	14	-6	0	-1	-8	15	-3	-2
CCN(CC)S(=O)(=O)c1cccc(C(=O)NC(C(=O)NCCc2ccccn2)C(C)C)c1 (stereo not drawn)	1	x	7	x	-6	x	x	3	x
FC(F)(F)C1=CC(c2ccc(Br)cc2)=NCCN1	9	-11	15	1	-8	4	1	-1	9

Screening results from PubChem BioAssay.
